Assay outcomes deposited in PubChem BioAssay by National Center for Advancing Translational Sciences (NCATS).
AMA1 RON2 block – AMA1-RON2 (P. falciparum) interaction inhibition. AlphaScreen AMA1-biotinylated RON2 peptide binding. Potency, µM (titrated, usually from 58.2 µM), for inactives: at the highest dose activity change, negative = inhibition, actives largely listed as inhibitors. actives 0.2% (n = 360,000);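 note: potency is the fitted concentration of half-maximal effect; 0% = vehicle wells and -100% = peptide control; nearly all actives have a fitted effect of over 45% in size; some results filed as inactive show a strong effect at the top dose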
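AMA1 (3D7) with his tag at 25 nM final met compounds first, then biotinylated RON2 peptide at 25 nM; detection used donor plus acceptor beads, 10 µg/mL apiece, read by AlphaScreen after 30 min at room temperature.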
HCV inhibitor – inhibitors of hepatitis C virus infection. Potency, µM (doses to about 41.8 µM), inactives show at the top dose activity change, negative = inhibition, most hits filed as inhibitors. Huh7.5.1 HCVcc-Cre infection, luciferase reporter, 44 h. actives 3.4% (n = 340,000); note: potency is the fitted concentration of half-maximal effect
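Antiviral activity was scored by luciferase reporter output from cells infected with HCVcc-Cre (~0.5 moi) in presence of compound, 44 h infection period, cells seeded 1,000/well 4 h prior.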
Sm TGR inh – blocks Schistosoma mansoni thioredoxin glutathione reductase. actives 3% (n = 360,000). Q962Y6. Potency, µM (top dose mostly 114 µM), without a hit: at the top dose activity change, negative = inhibition, usual class: inhibitors. purified TGR, DTNB reduction, TNB absorbance 405 nm; note: potency is the fitted concentration of half-maximal effect; nearly all actives have a fitted effect of over 60% in size
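TGR 20 nM + NADPH 100 uM (dispensed conc.), cpd preinc 15 min RT; start with NADPH (500 uM addition) then DTNB (15 mM addition). Kinetic TNB absorbance, 405 nm filter. Four-parameter Hill fit across titration.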
AmpC inh detg – AmpC beta-lactamase inhibition with detergent present | AmpC hydrolysis of nitrocefin, absorbance 480 nm, 0.01% Triton | Potency, µM (titrated, usually from 114 µM), inactives show at the highest dose activity change, negative = inhibition, hits mostly inhibitors | actives 0.041% (n = 370,000) | AID 485294;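 note: potency is the fitted concentration of half-maximal effect; 0% = no-compound wells and -100% = no-enzyme wells; nearly all actives have a fitted effect of over 25% in size; some results filed as inactive show a strong effect at the top dose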
Target sequence (P00811 whole entry, looked up): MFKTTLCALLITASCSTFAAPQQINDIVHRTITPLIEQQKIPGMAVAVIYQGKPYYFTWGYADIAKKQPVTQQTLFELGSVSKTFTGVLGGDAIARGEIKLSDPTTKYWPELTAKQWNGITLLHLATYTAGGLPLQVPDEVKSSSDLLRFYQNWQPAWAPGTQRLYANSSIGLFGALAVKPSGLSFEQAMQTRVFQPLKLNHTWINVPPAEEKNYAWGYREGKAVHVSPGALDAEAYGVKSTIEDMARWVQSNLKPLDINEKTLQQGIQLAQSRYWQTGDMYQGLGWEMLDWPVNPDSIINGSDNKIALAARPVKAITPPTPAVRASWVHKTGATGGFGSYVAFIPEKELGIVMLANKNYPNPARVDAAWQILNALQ
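AmpC (5.3 nM in the dispensed reagent) in 20 mM phosphate pH 7.0 with 0.01% (detergent screen) or 0.0001% Triton X-100 was preincubated with compounds for 15 min at room temperature. Nitrocefin was then added from an 800 uM solution, and hydrolysis was followed at 480 nm.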
HCMV antiviral – human cytomegalovirus inhibition | HFF cells, HCMV-luciferase reporter, 72 h; hits give low values | activity change, negative = inhibition, % at 57.5 µM | actives 4.5% (n = 410,000) | AID 1259415; in the data active = activity change below about -60%; inconclusive = no clear call, values can overlap the other calls; inactive = above about -39%
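Compounds were evaluated in HFFs infected with an HCMV luciferase reporter virus (MOI 1 PFU/cell). Luciferase in lysates collected 72 h post infection served as the replication measure.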
FBPA Giardia inh – Giardia lamblia aldolase inhibition. actives 0.71% (n = 290,000). A8B2U2. purified Giardia FBPA. Potency, µM (series often up to 59.6 µM), inactives show at the highest dose activity, negative = inhibition, most hits filed as inhibitors; note: potency is the fitted concentration of half-maximal effect; nearly all actives have a fitted effect of over 55% in size
Target sequence (A8B2U2 whole entry, looked up): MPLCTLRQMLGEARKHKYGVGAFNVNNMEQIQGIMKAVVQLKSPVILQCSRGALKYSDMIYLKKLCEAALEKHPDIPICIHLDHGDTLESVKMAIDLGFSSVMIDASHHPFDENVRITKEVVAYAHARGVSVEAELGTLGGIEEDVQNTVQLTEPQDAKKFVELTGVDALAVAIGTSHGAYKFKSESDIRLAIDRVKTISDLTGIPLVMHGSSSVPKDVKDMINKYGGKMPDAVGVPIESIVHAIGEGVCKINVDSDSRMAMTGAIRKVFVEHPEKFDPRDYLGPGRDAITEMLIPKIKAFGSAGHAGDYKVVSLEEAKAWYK
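Giardia FBPA (40 nM reagent) was preincubated 10 min at RT with compound (up to 57.5 uM final), then substrate plus GAPDH/TPI/NAD/arsenate coupling system with diaphorase/resazurin was added; resorufin fluorescence (525/598 nm) was read after 20 min.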
* hit, by the source's call; u = inconclusive; x = not tested or not shown; [ ] = another dose, or the depositor's remark. Unless noted, calls come from the whole dose curve; as a rule, active = well fitted curve in the direction sought with a large enough effect; inconclusive = small, poorly fitted or top-dose-only effect, or another doubt; inactive = no such curve, though single readings can be large; an effect the other way counts as inactive or inconclusive. Unless noted, % is set by controls: 0 for no effect and ±100 for the full control effect.

SMILES	AMA1 RON2 block	HCV inhibitor	Sm TGR inh	AmpC inh detg	HCMV antiviral	FBPA Giardia inh
COc1cc2c(cc1NC(=O)CSc1nnnn1-c1ccccc1)oc1ccccc12	-7.2%	-6.1%	7.8%	-9.5%	3.4	-5.2%
CCOC(=O)N1CCN(C(=O)CCS(=O)(=O)c2ccc(Br)s2)CC1	6.1%	9.4%	u	u	20.4	10.9%
COc1ccc(NS(=O)(=O)c2cccc(C(=O)NCCCn3ccnc3)c2)cc1	3.9%	-8.2%	-0.2%	-9.8%	12.5	x
O=C(CSc1nc2ccccc2o1)Nc1nccs1	36.8%[activator]	-1.8%	-9.2%	3.7%	11.3	5.6%
CN(CC(=O)Nc1ccc(OC(F)(F)F)cc1)C(=O)c1ccccc1SCC(=O)N1CCCC1	-1.0%[11.6 µM]	-10.8%	x	x	-16.8	x
CCC(C)C(NC(=O)C1CCC(C)CC1)C(=O)NCc1ccccn1 (stereo unspecified)	-0.8%	10.8%	0.0%	-13.5%	-4.2	0.4%
COC(=O)c1ccc(CSc2nnc(NCc3ccccc3)s2)o1	5.0%	8.1%	-4.2%	-13.0%	81.0	2.4%
Cc1c(/C=C/C(=O)c2ccccc2O)cnn1C	-6.1%[2.32 µM]	17.4%	-2.3%	u	83.7	8.5%
CC(C)OC(=O)c1ccc(NC(=O)c2ccccc2)cc1	-16.9%	-28.2%	-15.6%	u	-14.1	-1.2%
CC(=O)NC(Cc1ccccc1C)C(=O)NC1CCN(C(=O)c2ccc(C)cc2)CC1 (stereo unspecified)	0.6%	4.4%	-5.6%	1.1%	38.7	10.1%
Cc1nc(-c2ccc(Cl)cc2)sc1C1(C)CC(c2c(Cl)cccc2Cl)=NO1 (stereo unspecified)	-1.7%	0.4%	24.0%	3.5%	-22.2	7.4%
COc1ccc(CCNC(=O)C2CCN(C(=O)c3ccccc3)CC2)cc1	0.1%	-3.9%	7.4%	-10.1%	6.5	9.4%
CCOc1ccc(NC(=O)[C@@H]2CCC(=O)N2C2OC(=O)c3ccccc32)cc1 (stereo partly specified)	19.0%	1.5%	-21.7%	-16.7%	19.4	-2.0%
Cc1ccc(Cn2nc3n(c2=O)-c2cc(Cl)ccc2OC3)cc1	x	x	-18.0%	-1.4%	4.2	x
CC(C)NC(=O)c1cc2n(n1)C(C(F)(F)F)CC(c1ccco1)N2 (stereo unspecified)	2.0%	-0.7%	0.1%	u	10.3	-0.7%

Reprinted at random: two records from the list
SMILES	AMA1 RON2 block	HCV inhibitor	Sm TGR inh	AmpC inh detg	HCMV antiviral	FBPA Giardia inh
Cc1ccc(Cn2nc3n(c2=O)-c2cc(Cl)ccc2OC3)cc1	x	x	-18.0%	-1.4%	4.2	x
Cc1c(/C=C/C(=O)c2ccccc2O)cnn1C	-6.1%[2.32 µM]	17.4%	-2.3%	u	83.7	8.5%

The list continues.
SMILES	AMA1 RON2 block	HCV inhibitor	Sm TGR inh	AmpC inh detg	HCMV antiviral	FBPA Giardia inh
O=C(O)COc1ccccc1/C=N/NC(=O)CN1CCN(Cc2ccc(Cl)cc2)CC1	66.2%[activator]	-1.0%	8.8%	0.0%	0.0	1.3%
O=C(c1ccc(Cl)cc1)C1CCCN(Cc2ccc(Oc3ncccn3)cc2)C1 (stereo unspecified)	0.0%	11.2µM*	-6.4%	-6.0%	-36.8	2.5%
CCOC(=O)N1CCc2c(sc3c2c(=O)n(Cc2ccccc2)c(=O)n3CC(=O)Nc2ccc(C)c(C)c2)C1	x	x	-8.1%	-2.6%	u	x
NS(=O)(=O)c1cc(C(=O)OCC(=O)Nc2ccc3c(c2)OCO3)ccc1Cl	-0.2%	9.8%	x	x	7.0	x
COC(=O)c1cccc(NC(=O)C2COc3ccccc3O2)c1C (stereo unspecified)	11.3%	4.0%	-27.1%	-18.6%	28.6	-0.2%
COc1ccc(N(CC(O)Cn2c(C)nc3ccccc32)S(=O)(=O)c2ccc(C)cc2)cc1 (stereo unspecified)	-9.6%	10.1%	-1.2%	u	-35.5	0.6%
COc1ccc(OCc2nc(-c3ccc(F)c(F)c3)cs2)cc1	16.9%	-12.0%	-1.1%	-12.3%	-39.2	-1.0%
COc1ccc(NC(=O)CC(C)c2ccccc2)cc1S(=O)(=O)N1CCOCC1 (stereo unspecified)	0.1%	-4.4%	4.6%	2.9%	0.0	x
O=C1CC(N2CCOCC2)C(=O)N1c1ccc2c(c1)OCO2 (stereo unspecified)	2.1%	12.4%	50.1µM*	1.4%	-7.0	7.7%
CCn1c(SCC(=O)N2CCCC2)nc2c(c1=O)SCC2	-8.1%	-3.8%	-3.5%	15.1%	-3.1	x
COc1ccc2c(c1)[nH]c1c(=O)n(CCN3CCOCC3)cnc12	-17.8%	12.7%	-0.7%	2.5%	0.0	3.2%
Cc1cccn2c(=O)cc(COc3cccc(NC(=O)COc4ccccc4)c3)nc12	x	x	1.1%	18.8%	u	x
COc1ccc(OCC(O)COc2ccc(OC)cc2)cc1	-1.8%	-17.6%	-11.0%	-8.6%	-7.6	4.2%
O=C(NCC(c1ccco1)N1CCCC1)c1cccc(NS(=O)(=O)c2ccccc2)c1 (stereo unspecified)	12.4%	-20.1%	u	-6.0%	-1.7	x
CC(=O)N/N=C(/C)c1ccc(NC(=O)c2csc(C)c2C)cc1	0.0%	-17.5%	-19.4%	0.7%	195.9	x

Entries above that contain fluorine, in the order listed:
SMILES	AMA1 RON2 block	HCV inhibitor	Sm TGR inh	AmpC inh detg	HCMV antiviral	FBPA Giardia inh
CN(CC(=O)Nc1ccc(OC(F)(F)F)cc1)C(=O)c1ccccc1SCC(=O)N1CCCC1	-1.0%[11.6 µM]	-10.8%	x	x	-16.8	x
CC(C)NC(=O)c1cc2n(n1)C(C(F)(F)F)CC(c1ccco1)N2 (stereo unspecified)	2.0%	-0.7%	0.1%	u	10.3	-0.7%
COc1ccc(OCc2nc(-c3ccc(F)c(F)c3)cs2)cc1	16.9%	-12.0%	-1.1%	-12.3%	-39.2	-1.0%

(continued)
SMILES	AMA1 RON2 block	HCV inhibitor	Sm TGR inh	AmpC inh detg	HCMV antiviral	FBPA Giardia inh
O=C(c1ccco1)N1CCN(c2nc3c(F)cc(F)cc3s2)CC1	x	x	-4.4%	-1.8%	17.0	x
COc1ccc(-c2nc(C)c(CCNC(=O)Cc3ccc(F)cc3)s2)cc1OC	x	x	4.3%	4.6%	13.5	x
CCOc1ccccc1CNCCNCC(C)O (stereo unspecified)	84.3%[activator]	5.1%	10.0%	2.2%	2.8	-5.5%
COc1ccc(NC(=O)CSc2nc(C(C)C)nc3c2c(=O)n(C)c(=O)n3C)c(OC)c1	3.0%	-18.0%	-0.4%	-1.8%	1.7	x
O=[N+]([O-])c1cccc(C=NN=C2c3ccccc3-c3ccccc32)c1	-22.3%	u	x	x	3.4	x
Cc1cc2cc(C=C(C#N)C#N)c(Cl)nc2cc1C	4.4%	-3.1%	3.16µM*	-11.6%	77.9	u
CCOC(=O)c1cc(C)sc1N1C(=O)C2C3C=CC(C3)C2C1=O (stereo unspecified)	-1.2%	7.4%	8.0%	-0.2%	48.2	1.8%
COc1ccc(C2C(C(=O)O)CCC(=O)N2c2ccc(OC)cc2)cc1 (stereo unspecified)	7.2%	28.4%	2.0%	0.8%	26.6	1.8%
O=C(Nc1ccc(NC(=O)c2cccs2)cc1)c1ccc(Br)cc1	x	x	-6.6%	-7.4%	8.0	x
Cc1ccccc1C(=O)OC1OC(=O)C(Cl)=C1Nc1ccccc1 (stereo unspecified)	-2.6%	-1.0%	-8.5%	14.1µM*	-37.0	-14.5%
CCOC(=O)N(C)S(=O)(=O)c1ccccc1[N+](=O)[O-]	0.3%	13.8%	-1.8%	-11.3%	0.0	-2.8%
Fc1ccc(NC(=S)N2CCN(C/C=C/c3ccccc3)CC2)c(F)c1	0.0%	u	x	-5.4%	80.7	0.7%
C=CC[C@@H](CC(=O)OC(C)(C)C)C(=O)OC[C@H]1CCCN1C(=O)[C@@H](CC=C)CC(=O)N[C@H](CO)Cc1ccccc1	48.0%[activator]	-5.5%	x	x	-25.7	x
COc1ccc(CCNC(=O)c2cc(-c3ccc(C)c(C)c3O)n[nH]2)cc1OC	-6.7%	u	-1.1%	u	-36.9	-1.6%
CN1CCN(c2ccc(NC(=O)c3cc([N+](=O)[O-])ccc3N3CCOCC3)cc2)CC1	-8.5%	x	49.3%[activator]	-6.4%	2.0	10.6%
COc1cc(NC(=O)Cc2ccc(OC)c(S(=O)(=O)N3CCOCC3)c2)c(OC)cc1Cl	62.0%[activator]	u	-13.6%	-2.0%	4.8	x
O=C(COc1ccccc1Br)NCCc1nc2ccccc2[nH]1	6.1%	8.7%	-2.1%	-5.6%	-31.1	-1.8%
N=C1C(c2nc(-c3ccc(F)cc3)cs2)=C(O)CN1Cc1ccc(Cl)cc1	-3.5%	-21.2%	-1.8%	1.0%	36.4	-5.5%
O=C(C[n+]1ccc2c(c1)nnn2-c1ccccc1)c1ccc(Cl)cc1	-1.7%	u	0.3%	1.2%	-8.2	-10.7%
COc1ccccc1N(C)S(=O)(=O)c1ccc(Cl)c(C(=O)OCc2c(C)noc2C)c1	8.3%	0.0%	21.6%	8.6%	-30.9	5.8%
O=C(c1ccccc1)c1ccc(OCC(O)CNCc2cccc(Cl)c2)cc1 (stereo unspecified)	u	28.5%	-10.7%	-7.2%	-1.2	u
COc1ccc(CNC(=O)Cc2nn(C)c(=O)c3ccccc23)cc1	-0.3%	u	14.4%	-13.1%	u	-5.5%
CNC(=O)CSc1nnc(NC(=O)C2CC(=O)N(c3ccccc3OC)C2)s1 (stereo unspecified)	2.2%	6.9%	-6.0%	2.6%	-2.5	x
COc1ccc(C(=O)NC(=S)NNC(=O)c2cccc(C)c2)cc1	68.3%[activator]	-8.2%	x	x	-23.1	x
Clc1ccc(Cn2ncc3c(N4CCOCC4)ncnc32)cc1	-4.4%	u	-1.0%	4.0%	-3.5	-7.3%
COc1ccccc1-c1cc(C(=O)NCc2ccc(Cl)cc2)no1	2.3%	-2.4%	0.8%	-6.0%	-7.2	-4.4%
CN(CCCC(=O)O)c1ccc(N=Nc2ccc([N+](=O)[O-])cc2)cc1	u	25.2%	x	x	-12.2	x
O=C(O)c1ccccc1C(=O)Nc1ccc(Br)c(C(F)(F)F)c1	-17.3%	10.9%	2.1%	3.6%	13.5	13.9%
COc1ccccc1/C=C/CN1CCCCC1	11.6%	-14.6%	-7.3%	-2.3%	23.7	-20.5%
CCOc1ccc(Cc2nn[nH]n2)cc1	1.3%	4.6%	-6.1%	-1.9%	u	u
NC(=O)[C@@H]1CC2(CC(c3cccc(NC(=O)[C@H]4CCC(=O)N4)c3)=NO2)CN1C(=O)COc1ccc(Cl)cc1 (stereo partly specified)	19.9%	7.9%	-12.7%	-6.9%	1.8	-6.7%
O=C(c1ccc(CN2CCOCC2)cc1)N1CCN(c2ccccc2F)CC1	-6.4%	16.8%	-4.3%	-0.1%	16.2	2.5%
Brc1ccc(OCCn2ccnc2)cc1	-2.7%	18.5%	-3.2%	2.8%	u	0.3%
CSc1ccc(CCNC(=O)c2ccc3c(c2)nc2n3CCOC2)cc1	x	x	-0.6%	17.9%	11.7	x
COc1ccc(CCNC(=O)Cn2nnc(-c3cccc(OC)c3OC)n2)cc1OC	0.8%	-3.8%	-6.3%	u	-8.5	-1.2%
Cc1ccn2c(/C=N/OCc3cccc(F)c3)c(-c3ccc(Cl)cc3)nc2c1	3.9%	4.6%	-7.6%	-11.9%	-8.8	-0.3%
